# High-throughput results deposited in PubChem by National Center for Advancing Translational Sciences (NCATS).
# FUS suppressor – rescues growth of FUS-expressing yeast. 0.24% of 390,000 active. AID 1347120. S. cerevisiae FUS-expressing, growth rescue, OD600, 24 h. Potency, µM (highest dose often 76.6 µM), without a hit: at the highest dose growth rescue (activation), usual class: activators;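 note: potency is the fitted concentration of half-maximal effect; plate controls were DMSO vehicle for no effect and reference control for full effect; nearly all actives have a fitted effect of over 55% in size; some results filed as inactive show a strong effect at the top dose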
#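 Cultures pregrown in 2.5% raffinose medium are shifted to minimal medium containing 2% galactose to express toxic FUS. Compounds are tested at several concentrations. After 24hr at 30C, growth is quantified at 600 nm absorbance.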
# PI5P4Ka inh – PI5P4K alpha (human) kinase inhibition. max response, %. AID 652105. 1.2% of 330,000 active. PI5P4Kalpha enzyme, ADP-Glo luminescence, 60 min; hits give low values; active = max response of -50% or lower; inconclusive = between -30% and -50%; inactive = -30% or higher; note: value at the top dose of about 77 µM; % is set by controls: 0 for no effect and ±100 for the full control effect
#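 Controls without substrate or without enzyme flank wells where PI5P4Kalpha converts substrate using 5 microM ATP (final). Incubation lasts 60 minutes at room temperature; ADP formed is read by ADP-Glo luminescence.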
# PLK1 PBD inh – blocks phosphopeptide binding to human PLK1 polo-box domain; 2.8% of 360,000 active; P53350; Potency, µM, inactives show max response, negative = inhibition, actives largely listed as inhibitors; Plk1 PBD binding of FITC phosphopeptide, fluorescence polarization; note: potency is the fitted concentration of half-maximal effect; series mostly up to about 57 µM; % is set by controls: 0 for no effect and ±100 for the full control effect; nearly all actives have a fitted effect of over 65% in size
# WRN helicase inh – blocks human WRN helicase; Potency, µM (titrated, usually from 114 µM), for inactives: top-dose activity change, negative = inhibition, actives largely listed as inhibitors; 0.46% of 360,000 active; Q14191; WRN helicase unwinding, fluorescent forked duplex, kinetic; note: potency is the fitted concentration of half-maximal effect; % is set by controls: 0 for no effect and ±100 for the full control effect; nearly all actives have a fitted effect of over 55% in size
# Target sequence (Q14191 whole entry, looked up): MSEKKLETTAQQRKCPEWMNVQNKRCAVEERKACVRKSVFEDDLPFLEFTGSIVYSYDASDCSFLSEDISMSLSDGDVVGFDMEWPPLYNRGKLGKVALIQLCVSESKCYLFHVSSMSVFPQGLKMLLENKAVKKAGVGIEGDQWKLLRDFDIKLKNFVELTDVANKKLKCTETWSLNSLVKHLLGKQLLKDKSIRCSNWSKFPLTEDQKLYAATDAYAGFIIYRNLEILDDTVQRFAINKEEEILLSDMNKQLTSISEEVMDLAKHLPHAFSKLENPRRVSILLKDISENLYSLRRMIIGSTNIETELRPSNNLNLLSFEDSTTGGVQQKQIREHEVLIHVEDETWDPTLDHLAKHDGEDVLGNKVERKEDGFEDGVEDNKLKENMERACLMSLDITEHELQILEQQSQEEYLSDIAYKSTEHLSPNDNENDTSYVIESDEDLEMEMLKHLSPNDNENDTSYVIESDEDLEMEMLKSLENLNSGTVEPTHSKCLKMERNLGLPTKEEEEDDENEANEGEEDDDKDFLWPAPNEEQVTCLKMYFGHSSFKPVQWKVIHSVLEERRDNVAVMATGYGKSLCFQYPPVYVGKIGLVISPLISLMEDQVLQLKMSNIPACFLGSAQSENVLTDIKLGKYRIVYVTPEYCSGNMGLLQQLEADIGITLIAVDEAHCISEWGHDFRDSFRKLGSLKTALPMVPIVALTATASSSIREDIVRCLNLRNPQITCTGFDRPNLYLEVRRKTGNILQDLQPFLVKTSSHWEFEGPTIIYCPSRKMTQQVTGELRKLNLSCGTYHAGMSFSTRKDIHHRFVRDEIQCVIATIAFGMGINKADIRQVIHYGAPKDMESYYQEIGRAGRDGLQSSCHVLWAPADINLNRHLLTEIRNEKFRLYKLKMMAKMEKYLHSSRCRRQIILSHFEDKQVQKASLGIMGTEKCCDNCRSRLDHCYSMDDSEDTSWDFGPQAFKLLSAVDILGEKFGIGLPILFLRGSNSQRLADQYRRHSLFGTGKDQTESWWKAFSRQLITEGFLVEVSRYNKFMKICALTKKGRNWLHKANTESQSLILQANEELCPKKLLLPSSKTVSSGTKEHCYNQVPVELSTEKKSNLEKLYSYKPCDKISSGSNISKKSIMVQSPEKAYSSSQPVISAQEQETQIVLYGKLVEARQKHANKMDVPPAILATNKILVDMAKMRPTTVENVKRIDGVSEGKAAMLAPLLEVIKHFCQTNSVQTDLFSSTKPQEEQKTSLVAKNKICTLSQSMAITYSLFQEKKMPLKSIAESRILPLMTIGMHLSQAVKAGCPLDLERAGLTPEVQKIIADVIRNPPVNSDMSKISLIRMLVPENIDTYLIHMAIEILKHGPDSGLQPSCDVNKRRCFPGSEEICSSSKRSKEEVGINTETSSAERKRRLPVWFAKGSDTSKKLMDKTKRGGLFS
#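 Enzyme (20 nM final) and test compound sit together 15 min at room temperature before substrate addition. Substrate is a single-forked duplex oligonucleotide (100 nM) labelled with fluorophore and quencher, with 2 mM ATP; helicase unwinding raises red fluorescence, read kinetically.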
# IL2 activator – activators of IL-2; IL-2 activation reporter assay, cell-based qHTS; stimulated with anti-CD3/CD4/CD28 beads; in transgenic mouse T cells; 0.065% of 360,000 active; activation, % (series mostly up to about 46 µM); AID 652025; in the data active = activation above about 50%; inconclusive = mostly about 30% to 49%; note: 0% is about no effect
#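 Quantitative HTS in unstimulated transgenic mouse T cells, with memory T cells as non-tolerant control and PMA/ionomycin as tolerance-bypass control. Compound pretreatment lasted 60 minutes before 18 h bead stimulation; EGFP/DsRed fluorescence read.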
# aSyn rescue – rescues yeast growth from alpha-synuclein toxicity; Yeast expressing alpha-synuclein, growth rescue, BacTiter-Glo, 24 h; Potency, µM (series often up to 46.1 µM), for inactives: at the top dose growth rescue (activation), hits mostly activators; 0.14% of 370,000 active; AID 652106; note: potency is the fitted concentration of half-maximal effect; % of control where 0% means no effect; nearly all actives have a fitted effect of over 65% in size
#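 Rescue of yeast growth: cells expressing toxic alpha-synuclein, induced in galactose at OD600 0.02, incubated with compound 24 h at 30 C. ATP luminescence quantified growth; inhibitors of toxicity appear as activators.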
# EPAC1 antag – antagonists of human EPAC1; Potency, µM (doses to about 115 µM), without a hit: top-dose activity change, negative = inhibition, actives largely listed as inhibitors; O95398; 0.14% of 360,000 active; EPAC1 GEF assay, Rap1b-BODIPY-GDP exchange fluorescence; AID 720709;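 note: potency is the fitted concentration of half-maximal effect; plate controls were vehicle for no effect and positive control for full effect; nearly all actives have a fitted effect of over 50% in size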
# EPAC1 agonist – agonists of human EPAC1. 0.073% of 360,000 active. EPAC1 agonist qHTS, biochemical assay; response scale: 100% = response to 6.5 mM cAMP. AID 720707. Potency, µM (titrated, usually from 154 µM), without a hit: top-dose activation, hits mostly activators; note: potency is the fitted concentration of half-maximal effect; nearly all actives have a fitted effect of over 60% in size
#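 Nucleotide exchange assay: 100 nM EPAC1 with 250 nM Rap1B loaded with BODIPY-GDP and 50 uM GDP, room temperature. Fluorescence (480/540 nm) read every 5 min for 30 min; signal change normalized to 6.5 mM cAMP as full agonist.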
# Abeta yeast res – A-beta toxicity reversal in yeast; yeast expressing A-beta42, growth rescue, OD600, 48 h; response scale: 0% DMSO, 100% iron-clioquinol control; Potency, µM (series often up to 46.1 µM), inactives show at the top dose growth rescue, hits mostly activators; 0.063% of 410,000 active; AID 1347071; note: potency is the fitted concentration of half-maximal effect; nearly all actives have a fitted effect of over 55% in size
#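 Yeast growth medium received pinned compounds, then yeast cells expressing toxic A-beta were added; plates incubated at 30 C for 48 hr. Growth read as absorbance at 600 nm, normalized to DMSO and equimolar FeCl3 plus clioquinol controls.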
# * = called active by the depositor; ? = inconclusive; nt = not tested or not shown; & = joins results of further samples; [ ] = remark or other dose. Unless noted, calls come from the whole dose curve; as a rule, active = well fitted curve in the direction sought with a large enough effect; inconclusive = small, poorly fitted or top-dose-only effect, or another doubt; inactive = no such curve, though single readings can be large; an effect the other way counts as inactive or inconclusive. Rows are unselected (roughly 4.1% active in at least one column).
SMILES,FUS suppressor,PI5P4Ka inh,PLK1 PBD inh,WRN helicase inh,IL2 activator,aSyn rescue,EPAC1 antag,EPAC1 agonist,Abeta yeast res
OC(c1ccccc1)c1nc(-c2cccc(C(F)(F)F)c2)cs1 (stereo not drawn),3%,23,0%,-6%,-0.2,6%,-18%,-6%,30%
Cc1ccc(S(=O)(=O)N2CCN(C(=O)c3cc(S(=O)(=O)N4CCOCC4)ccc3Cl)CC2)c(C)c1,?,2,-3%,0%,-0.6,2%,-1%,-1%,4%
O=C(NCCNc1cc(Cl)ccc1[N+](=O)[O-])c1ccco1,2%,13,-2%,7%,-2.0,1%,-16%,4%,-8%
O=C(NC(=S)NCC1CCCO1)c1ccc(Cl)cc1 (stereo not drawn),-4%,-5,-5%,4%,0.6,-15%,-3%,-1%,3%
Fc1cccc2sc(Nc3nc4c(F)cccc4s3)nc12,14%,-1,-9%,2%,-2.5,-7%,22%,2%,-4%
O=C(CCNc1cccc(Cl)c1)c1cccs1,6%,nt,-5%,-10%,-4.2,-5%,3%,8%,9%
O=C1C=CC(=O)c2c(O)c(N3CCN(CCO)CC3)c(Cl)c(O)c21,nt,?,12µM*,32µM*,-0.7,-28%,14µM*,-1%,-42%[inhibitor]
CCn1c(SCC(=O)Nc2sccc2C(N)=O)nnc1C1CC1,2%,?,-8%,2%[11.6 µM],-0.2,0%,-6%,6%,-8%
O=C1CCC2CCCCC2(O)O1 (stereo not drawn),-9%,2,-5%,5%,0.6,-6%,17%,10%,-15%
COc1ccc(N2CCN(C(=O)Cn3c(=O)c4cccn4c4cccnc43)CC2)cc1,32%,-22,-11%,4%[11.6 µM],-1.5,3%,-17%,9%,-21%
Cc1cc(=O)oc(C)c1C(=O)OCC(=O)c1ccccc1,11%,2,-8%,0%,0.8,0%,-1%,4%,0%
C#CCOCCOCCOCCNc1nc(N2CCN(C(=O)[C@H](CO)n3cc([C@@H](N)C(C)C)nn3)CC2)nc(N2CCN(C(=O)[C@H](CO)n3cc([C@@H](N)C(C)C)nn3)CC2)n1,-19%,-6,1%,6%,0.4,-1%,-4%,-10%,0%
CN(C(=O)c1ccc(Br)o1)C1CCS(=O)(=O)C1 (stereo not drawn),16%,?,-5%,-4%,0.1,2%,22%,12%,-11%
N#CC1(NC(=O)COC(=O)Cc2c[nH]c3ccccc23)CCCCC1,-15%,-10,-13%,3%,-1.1,?,-6%,5%,-5%
COc1cccc(NC(=O)Cn2nnc(C(=O)NCc3ccc4c(c3)OCO4)c2N)c1,-4%&-3%,-1,1%,6%[11.6 µM],1.2,-2%,-23%,-7%,6%&-7%
Cc1ccnc(N2CCN(C(=O)CSc3nc4ccccc4nc3N3CCC(C)CC3)CC2)c1,29%,13,7%,-11%,0.1,5%,-1%,-12%,-22%
Cc1cccc(C(=O)c2cn[nH]c2-c2ccc(C)cc2O)c1,4%,-1,-9%,-24%,0.3,17%,-9%,-7%,15%
CC[C@@]1(C(=O)OC)N[C@H](CN(C)S(=O)(=O)c2ccc(C(C)(C)C)cc2)[C@@H]2C(=O)N(C)C(=O)[C@@H]21,35%,-3,-4%,7%,-0.1,2%,5%,-12%,11%
COc1ccccc1NS(=O)(=O)c1ccc(C(=O)N2CCCCCCC2)cc1,15%,0,-15%,7%,-0.2,0%,10%,9%,0%
CCCCN(C)C(=O)c1nc2ccccn2c1CNCCCn1ncc2ccccc21,6%,2,-2%,-3%,-0.4,2%,-23%,8%,4%
Cc1ccc(-n2nc3ccc(N)cc3n2)cc1,?,4,4%,-17%[57.1 µM],3.5,0%,0%,-1%,-5%
CN1CCC(N2CCN(c3cccc(C(F)(F)F)c3)CC2)CC1,-24%,nt,-2%,-1%,1.0,0%,-1%,6%,9%
CCOC(=O)c1c(C)[nH]c(C(=O)OC(C)C(=O)NCc2ccccc2)c1C (stereo not drawn),4%,-1,-13%,12%,4.3,-6%,-12%,-5%,-10%
CCOc1ccc(N2C(=O)C(c3ccccc3)=C(c3nc4ccccc4s3)C2NC(C)=O)cc1 (stereo not drawn),12%,-4,-8%,4%,-1.9,-3%,13%,2%,-5%
Cc1cc(C)cc(NC(=S)NCCCN2CCOCC2)c1,-23%,1,-11%,-1%,0.1,0%,11%,20%,-14%
COC(=O)C(C(=O)OC)=C(/C=C/N(C)C)N(C)C,2%,-3,-1%,2%,0.0,-1%,0%,7%,-12%
Cc1ccc(OCC(=O)Nc2ccncc2)c(C)c1,-18%,1,-8%,2%,-2.4,-6%,-4%,0%,0%
O=C(NCc1ccco1)C1CCN(C(=O)c2ccc(Cl)cc2)CC1,-11%,3,-14%,-3%,1.0,0%,-14%,13%,-15%
CCCCNC(=O)C1C(c2ccc(C(F)(F)F)cc2)=Nc2ccccc2N1C(C)=O (stereo not drawn),?,7,-23%,-3%,0.7,4%,-13%,-10%,-14%
Nc1nnnn1/N=C/C=C/c1ccccc1,27%,-28,-3%,1%,1.2,4%,2%,6%,-10%
CCCNC(=O)C1(CC2CC(c3ccccc3)=NO2)CCN(C(=O)Cc2ccc(F)cc2)CC1 (stereo not drawn),15%,5,-4%,-5%,-0.3,0%,-9%,-9%,-2%
COc1ccc(Br)cc1CNC(=O)C1CCCN(c2nc3ccccc3o2)C1 (stereo not drawn),0%,nt,-3%,-8%,1.0,10%,-6%,3%,6%
CCOC(=O)c1ccc(NC(=O)CSc2nc(=O)n3cccc(C)c3n2)cc1,25%,-6,-5%,11%,-1.1,?,-14%,?,-23%
O=C(OCC(O)COC(=O)c1cccnc1)c1cccnc1,-12%,1,1%,8%,0.4,0%,5%,-3%,-2%
COc1cccc2cc(C(=O)NCc3ccco3)c(=Nc3ccc(C(=O)O)cc3)oc12,11%,nt,-9%,-9%[57.1 µM],-2.1,-3%,6%,-6%,-5%
O=C(CNCc1ccccc1)NCCCN1CCCC1=O,-16%,1,-6%,-6%[57.1 µM],-0.2,-4%,13%,1%,-19%
Cc1cc(/C=C2/NC(=O)NC2=O)c(C)n1-c1ccccn1,nt,6,?,1%,-0.9,2%,5%,6%,17%
Cc1ccc(S(=O)(=O)N[C@@H](Cc2ccccc2)C(=O)N2CCC(C(=O)N[C@@H](CCC(N)=O)C(=O)O)CC2)cc1,14%,-6,6%,10%,-4.7,-2%,-6%,-7%,-8%
CCc1cccc(N(C(=O)c2csnn2)C(C(=O)NC2CCCCC2)c2ccncc2)c1 (stereo not drawn),21%,3,-5%,3%,0.5,0%,29%,-6%,7%
COc1ccccc1OCCCC(=O)NCc1ccco1,6%,1,-6%,-8%,-0.1,-1%,15%,-1%,-7%

# Continued; the last 4 above are carried over.
SMILES,FUS suppressor,PI5P4Ka inh,PLK1 PBD inh,WRN helicase inh,IL2 activator,aSyn rescue,EPAC1 antag,EPAC1 agonist,Abeta yeast res
Cc1cc(/C=C2/NC(=O)NC2=O)c(C)n1-c1ccccn1,nt,6,?,1%,-0.9,2%,5%,6%,17%
Cc1ccc(S(=O)(=O)N[C@@H](Cc2ccccc2)C(=O)N2CCC(C(=O)N[C@@H](CCC(N)=O)C(=O)O)CC2)cc1,14%,-6,6%,10%,-4.7,-2%,-6%,-7%,-8%
CCc1cccc(N(C(=O)c2csnn2)C(C(=O)NC2CCCCC2)c2ccncc2)c1 (stereo not drawn),21%,3,-5%,3%,0.5,0%,29%,-6%,7%
COc1ccccc1OCCCC(=O)NCc1ccco1,6%,1,-6%,-8%,-0.1,-1%,15%,-1%,-7%
O=C(Nc1ccc(F)cc1F)C1CCCN(c2ncnc3c2nc2n3CCCCC2)C1 (stereo not drawn),0%,-3,2%,-2%,-4.6,0%,-2%,-4%,4%
COCCn1cc(C(=O)NCCN(C)C)c2c3ccccc3n(C)c2c1=O,-18%,1,-9%,-5%,1.8,9%,-19%,-4%,0%
CN(C)c1nc(C(=O)OCCO)nc(N(C)C)n1,16%,nt,-5%,3%,0.6,6%,-4%,-2%,12%
Cc1ccc(NC(=O)c2ccsc2)cc1NS(C)(=O)=O,13%,4,4%,7%,-3.3,2%,4%,-9%,-18%
CCOc1ccc(NC(=O)NC(=O)N(C)S(=O)(=O)c2ccc(C)cc2)cc1,-19%,-5,-9%,-11%,0.3,3%,5%,9%,-4%
COCCNC(=O)c1ccc(N2CC3CC(C2)c2cccc(=O)n2C3)c(NC(=O)c2ccc(C(C)(C)C)cc2)c1 (stereo not drawn),23%,-3,0%,8%,0.3,-8%,-1%,-6%,-1%
CCNCc1cc2cc(C)ccc2[nH]c1=O,17%,nt,1%,-14%,-1.2,8%,7%,2%,-17%
C/C(=N\NC(=O)c1cccc(S(=O)(=O)Nc2ccccc2Cl)c1)c1ccco1,nt,-23,-5%,-35%,-2.2,0%,-5%,6%,10%
CCc1ccc(OCC(=O)NNC(=O)CSc2ncnc3sc(C)c(C)c23)cc1,25%,nt,-7%,?,0.7,-13%,8%,0%,-3%
COc1ccc(C(C)=O)cc1COC(=O)c1cc(C)oc1C,nt,5,?,-14%,-2.3,4%,-21%,0%,-9%
O=C(COC(=O)CN1C(=O)c2ccccc2C1=O)Nc1ccc(S(=O)(=O)N2CCCC2)cc1,43%,-6,-1%,-4%,1.4,4%,10%,9%,6%
CCn1c(C)cc(/C=C2\NC(=O)N(Cc3ccccc3)C2=O)c1C,21%,-17,-2%,1%,-1.8,1%,10%,-3%,1%
COc1cc(CN2CCCC(C(=O)c3ccc(SC)cc3)C2)cc(Cl)c1O (stereo not drawn),-5%,-2,6%,-11%,0.3,3%,10%,-3%,1%
Cc1ccc(S(=O)(=O)N2CCCOC2CNC(=O)C(=O)NCc2ccccc2C)cc1 (stereo not drawn),nt,7,1%,-15%,-2.2,3%,7%,-14%,-7%
O=[N+]([O-])c1cccnc1SCc1ccccc1,0%,9,-6%,-7%[57.1 µM],-0.3,2%,1%,-7%,-13%
